# STK33 kin inh: human STK33 kinase inhibition; ADP-Glo luminescence, MBP substrate; inhibition, % at 12.5 µM; 27,000 tested, 0.44% active; Q9BYT3; in the data active means inhibition above about 20%
# Target sequence (Q9BYT3 whole entry, looked up): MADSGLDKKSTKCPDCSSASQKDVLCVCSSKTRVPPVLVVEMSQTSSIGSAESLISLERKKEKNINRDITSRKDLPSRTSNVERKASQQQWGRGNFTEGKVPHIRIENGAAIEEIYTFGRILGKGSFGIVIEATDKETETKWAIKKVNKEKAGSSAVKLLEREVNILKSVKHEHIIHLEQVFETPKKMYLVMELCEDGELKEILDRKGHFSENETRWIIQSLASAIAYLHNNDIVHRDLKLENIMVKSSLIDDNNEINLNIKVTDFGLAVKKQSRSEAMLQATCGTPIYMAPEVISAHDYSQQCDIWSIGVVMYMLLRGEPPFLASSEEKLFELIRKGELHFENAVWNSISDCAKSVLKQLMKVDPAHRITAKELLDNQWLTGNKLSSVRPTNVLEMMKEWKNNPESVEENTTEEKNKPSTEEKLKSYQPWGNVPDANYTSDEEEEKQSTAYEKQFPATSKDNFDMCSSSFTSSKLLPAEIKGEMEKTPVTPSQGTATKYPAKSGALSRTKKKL
# mut p53 react: restores mutant p53 pathway signaling in SW480 cells. SW480 PUMA-promoter luciferase, p53 mutant reactivation. activation, % at 9.98 µM. 28,000 tested, 1.5% active. AID 624151; in the data active means activation above about 52%
# * marks the source's active call; other numbers are inactive results; x = no result given; & = joins results of further samples. An excerpt; count on the stated rates, not on these rows.
SMILES,STK33 kin inh,mut p53 react
C[C@@H]1CN([C@H](C)CO)C(=O)c2cccc(NS(=O)(=O)c3ccc(Cl)cc3)c2O[C@H]1CN(C)C(=O)Nc1cccc2ccccc12,x,-17
CNC[C@@H]1Oc2ccc(NC(=O)C3CCCCC3)cc2C(=O)N([C@@H](C)CO)C[C@@H]1C,7,x
C[C@H]1CN([C@@H](C)CO)C(=O)c2cccc(NC(=O)C3CC3)c2O[C@H]1CN(C)CC1CC1,-4,x
C[C@H]1CN([C@@H](C)CO)C(=O)CCCn2nncc2CO[C@H]1CN(C)C(=O)Nc1ccccc1,-3,x
Cc1cc(C)c(C)c(S(=O)(=O)NCCc2c(C)[nH]c3ccccc23)c1C,2,-13
COc1ccc([N+](=O)[O-])cc1CSc1nnc(-c2ccccc2)n1-c1ccccc1,0,-8
CC(C)CNC(=O)[C@@H]1c2ccccc2C(=O)N(CC23CC4CC(CC(C4)C2)C3)[C@H]1c1ccc(CO)cc1,-1,x
COc1ccc(C(=O)COC(=O)CN2C(=O)C3CC=CCC3C2=O)cc1 (stereo not drawn),-1,x
C#Cc1cccc(Nc2ncnc3cc(OC)c(OC)cc23)c1,23*,-62
C[C@@H]1CCCCO[C@@H](CN(C)C(=O)Cc2ccccc2)[C@@H](C)CN([C@@H](C)CO)C(=O)c2cc(NS(=O)(=O)c3ccccc3)ccc2O1,x,7
Cc1noc(C)c1NC(=O)Nc1ccc2c(c1)CC(=O)N([C@@H](C)CO)C[C@H](C)[C@@H](CN(C)C(=O)Nc1ccc(C(F)(F)F)cc1)O2,0,x
COc1cc2ncnc(Nc3ccc(Cl)cc3F)c2cc1OC,26*,x
COc1ccc(S(=O)(=O)Nc2ccc3c(c2)C(=O)N([C@@H](C)CO)C[C@@H](C)[C@@H](CN(C)C(=O)NC(C)C)O3)cc1,1,x
Cc1ccc(Cl)c(Nc2ccccc2C(=O)O)c1Cl,-3&-7,x
O=C(CSc1nc2c(c(C(F)(F)F)n1)CCCC2)N1c2ccccc2Sc2ccccc21,3,-17
CNC[C@H]1Oc2c(NC(=O)c3ccncc3)cccc2C(=O)N([C@H](C)CO)C[C@@H]1C,-3,3
COCCNC(=O)C[C@@H]1C[C@H]2c3cc(NS(=O)(=O)c4ccc(F)cc4)ccc3O[C@H]2[C@H](CO)O1,x,6
COC(=O)c1ccccc1NC(=O)Cn1ccc([N+](=O)[O-])n1,-4,3
C[C@H](CO)N1C[C@H](C)[C@H](CN(C)C(=O)Nc2ccc(C(F)(F)F)cc2)Oc2ccc(NS(=O)(=O)c3ccccc3)cc2CC1=O,x,5
COc1ccccc1N1CCN(CCN2C(=O)CC3(CCCC3)CC2=O)CC1,x,6
Cc1ccc(S(=O)(=O)N(CC(N)=O)c2ccc(Br)cc2)cc1,2,11
C[C@@H]1CN([C@@H](C)CO)C(=O)c2cc(NS(=O)(=O)c3ccc(Cl)cc3)ccc2O[C@@H](C)CCCCO[C@@H]1CN(C)S(=O)(=O)c1ccccc1,x,-21
CC(=O)c1ccc(NC(=O)CC2Nc3cccc4cccc(c34)NC2=O)cc1 (stereo not drawn),2,-13
Cc1nc(SCC(=O)N2c3ccccc3CCc3ccccc32)n[nH]1,0,-11
C[C@@H]1CCCCO[C@@H](CN(C)C(=O)c2ccccc2)[C@@H](C)CN([C@@H](C)CO)C(=O)c2cc(NC(=O)Nc3ccc(F)cc3)ccc2O1,x,-13
O=C(NCCN1CCOCC1)c1ccc(Cl)c(S(=O)(=O)N2CCOCC2)c1,-2,-10
Fc1ccccc1OCCCCSc1ncccn1,-4,31
COc1ccc(S(=O)(=O)N(C)CC(=O)Nc2ccccc2SC)cc1Cl,-1,11
C[C@@H]1CN([C@H](C)CO)C(=O)c2cc(N(C)C)ccc2O[C@@H](C)CCCCO[C@@H]1CN(C)C(=O)CCCN(C)C,x,-4
COc1ccc(CN(C)C[C@H]2OCCCC[C@@H](C)Oc3ccc(NC(=O)c4ccncc4)cc3C(=O)N([C@H](C)CO)C[C@@H]2C)cc1,-5,x

# One compound at a time, from the list above. Order of screens: STK33 kin inh | mut p53 react
# COC(=O)c1ccccc1NC(=O)Cn1ccc([N+](=O)[O-])n1 as listed: -4 | 3
# C[C@H](CO)N1C[C@H](C)[C@H](CN(C)C(=O)Nc2ccc(C(F)(F)F)cc2)Oc2ccc(NS(=O)(=O)c3ccccc3)cc2CC1=O as listed: x | 5
# COCCNC(=O)C[C@@H]1C[C@H]2c3cc(NS(=O)(=O)c4ccc(F)cc4)ccc3O[C@H]2[C@H](CO)O1 as listed: x | 6
# COc1ccc(CN(C)C[C@H]2OCCCC[C@@H](C)Oc3ccc(NC(=O)c4ccncc4)cc3C(=O)N([C@H](C)CO)C[C@@H]2C)cc1 as listed: -5 | x
# C[C@@H]1CN([C@H](C)CO)C(=O)c2cc(N(C)C)ccc2O[C@@H](C)CCCCO[C@@H]1CN(C)C(=O)CCCN(C)C as listed: x | -4

# Going on with the list.
SMILES,STK33 kin inh,mut p53 react
C[C@H]1CN([C@@H](C)CO)C(=O)c2cccc(NC(=O)C3CCOCC3)c2O[C@@H]1CN(C)C,x,-2
C/C=C(/C)C(=O)OC(C)(C)C1Cc2cc3ccc(=O)oc3cc2O1 (stereo not drawn),0,15
CC(C)NC(=O)N(C)C[C@@H]1OCCCC[C@@H](C)Oc2ccc(NC(=O)c3ccccc3)cc2C(=O)N([C@H](C)CO)C[C@@H]1C,0,x
Cc1noc(C)c1S(=O)(=O)N(C)C[C@H]1Oc2c(NC(=O)C3CCOCC3)cccc2C(=O)N([C@H](C)CO)C[C@H]1C,x,0
COc1ccc(CN(C)C[C@@H]2Oc3ccc(NC(=O)Nc4cccc5ccccc45)cc3C(=O)N([C@@H](C)CO)C[C@@H]2C)cc1,5,x
CCN(CC(=O)Nc1ccc(OC)cc1)S(=O)(=O)c1ccc(Cl)cc1,-3,-8
COc1ccc(NC(=O)Nc2ccc3c(c2)C(=O)N([C@H](C)CO)C[C@H](C)[C@H](CN(C)C(=O)Nc2ccc(F)cc2)OCCCC[C@H](C)O3)cc1,x,-8
[N-]=[N+]=Nc1ccccc1C[C@@]1(C(=O)N2CCCCC2)N=C(c2ccc(OCCCO)cc2)O[C@@H]1c1ccccc1,-1,x
COC(=O)C1=CO[C@@H](O[C@@H]2O[C@H](CO)[C@@H](O)[C@H](O)[C@H]2O)[C@@H]2[C@@](C)(O)[C@@H](OC(=O)/C=C/c3ccc(OC)c(O)c3)C[C@]12O,-1,5
COc1ccc(CC(=O)c2ccc(O)cc2O)cc1,2,x
C=CCn1c(=S)[nH]c2sc3c(c2c1=O)CC(C)(C)OC3,x,1
C=CC[C@]1(C(=O)N(C)C)COC(c2ccc(OCCCO)cc2)=N1,-3,x
C=CC[C@]12N=C(c3ccc(OCCCO)cc3)O[C@H]1c1ccccc1CN(CCS(=O)(=O)c1ccccc1)C2=O,-2,x
CC(=O)c1cccc(NC(=O)NCc2cnn(C)c2)c1,-2,7
COc1ccc(OC(C)c2nc(-c3ccncc3)no2)cc1 (stereo not drawn),4,1
Cc1nn(Cc2ccccc2)c(C)c1CCC(=O)O,5,24
COc1ccc(-n2c(=S)[nH]c3cc(C(=O)N4CCN(c5ccccc5)CC4)ccc3c2=O)cc1,0,x
C[C@@H]1CN([C@@H](C)CO)C(=O)c2cc(-c3ccc(F)cc3)cnc2O[C@@H]1CN(C)C(=O)Nc1ccccc1F,x,-7
CCCCOC(=O)c1ccc(O)cc1,1,x
Cc1cc2nn(-c3ccc(F)cc3)nc2cc1NC(=S)NC(=O)COc1ccccc1,-3,40
C[C@H]1CN([C@@H](C)CO)C(=O)c2cc(C#CCN(C)C)cnc2O[C@@H]1CN(C)Cc1ccccn1,x,-1
C=CC(C)(O)CC[C@H]1C(=C)CCC2[C@](C)(C(=O)O)CCC[C@@]21C (stereo partly drawn),-2,-3
Cc1cc(Br)cc2c1NC(=O)C2(O)CC(=O)c1ccco1 (stereo not drawn),0,3
O=C(O)CSc1ccc(Br)c2cccc(C(=O)O)c12,3,-15
Cc1nn2c(CN(c3ccccc3)S(=O)(=O)c3ccccc3)nnc2c2ccccc12,-3,-6
Cc1noc(C)c1NC(=O)N(C)C[C@@H]1Oc2c(NC(=O)Nc3ccc(C(F)(F)F)cc3)cccc2C(=O)N([C@H](C)CO)C[C@@H]1C,x,-10
C[C@H](CO)N1C[C@H](C)[C@H](CN(C)Cc2ccc(Oc3ccccc3)cc2)Oc2ccc(NC(=O)NC3CCCCC3)cc2C1=O,0,x
Cc1cc(C)c(C)c(Cn2c(CCCO)nc3ccccc32)c1C,1,1
O=C(COc1ccccc1)Nc1ncn[nH]1,2,15
COc1ccc(S(=O)(=O)N(C)C[C@@H]2Oc3c(NC(=O)c4ccncc4)cccc3C(=O)N([C@H](C)CO)C[C@H]2C)cc1,x,-7
C[C@H]1CN([C@@H](C)CO)S(=O)(=O)c2ccc(C3=CCCC3)cc2O[C@H]1CN(C)Cc1ccccc1F,x,-25
C[C@H]1CN([C@@H](C)CO)C(=O)c2cccc(NC(=O)Nc3ccc4c(c3)OCO4)c2O[C@H]1CN(C)Cc1ccccc1,x,-2
C[C@@H]1CN([C@@H](C)CO)C(=O)c2cc(NC(=O)Nc3ccc4c(c3)OCO4)ccc2O[C@@H]1CN(C)Cc1ccccc1,-1,x
COc1cccc(CN(C)C[C@H]2OCc3cnnn3CCCC(=O)N([C@@H](C)CO)C[C@H]2C)c1,-7,x
COc1cccc(CN(C)C[C@@H]2OCc3cnnn3CCCC(=O)N([C@@H](C)CO)C[C@@H]2C)c1,2,x
C[C@@H]1CN([C@@H](C)CO)C(=O)CCCn2cc(nn2)CO[C@@H]1CN(C)S(=O)(=O)c1ccc(Cl)cc1,1,0
O=c1c2ccccc2nc(-c2cccs2)n1NCc1ccccc1F,x,35
O=C(CNCCO)Nc1sc2c(c1C(=O)Nc1ccc(Br)cc1)CCC2,-4,-13
CC(=O)Nc1ccc(NC(=O)CCCC(=O)O)cc1,3,4
O=C1c2ccccc2C(=O)N1CCc1nc2ccccc2c(=O)n1Cc1ccco1,2,2
CCc1ccc(-n2c(C)nnc2SCC(=O)Nc2ccc(Cl)cc2Cl)cc1,-5,-14
COc1ccc(S(=O)(=O)Nc2ccc3c(c2)C(=O)N([C@@H](C)CO)C[C@H](C)[C@@H](CN(C)S(=O)(=O)c2ccc(C)cc2)OCCCC[C@H](C)O3)cc1,x,-13
Cc1c(C(=O)NN2CCCCC2)nn(-c2ccc(Cl)cc2Cl)c1-c1ccc(I)cc1,1,x
C/C=C(/C)C(=O)O[C@H]1C[C@@](C)(O)C(=O)[C@@H](OC(=O)/C(C)=C\C)[C@@]2(C)CC[C@@](O)(C(C)C)[C@H]12,-8,16
Oc1ccc(CCCc2ccc3c(c2)OCO3)c(O)c1,0,x

# Laid out differently: results already given
COc1ccccc1N1CCN(CCN2C(=O)CC3(CCCC3)CC2=O)CC1
  STK33 kin inh = x	mut p53 react = 6
CC(=O)Nc1ccc(NC(=O)CCCC(=O)O)cc1
  STK33 kin inh = 3	mut p53 react = 4
CC(=O)c1cccc(NC(=O)NCc2cnn(C)c2)c1
  STK33 kin inh = -2	mut p53 react = 7
COC(=O)c1ccccc1NC(=O)Cn1ccc([N+](=O)[O-])n1
  STK33 kin inh = -4	mut p53 react = 3

# Continued:
SMILES,STK33 kin inh,mut p53 react
C[C@@H]1CCCCO[C@@H](CN(C)C(=O)CCC(F)(F)F)[C@@H](C)CN([C@@H](C)CO)C(=O)c2cc(NC(=O)CCC(F)(F)F)ccc2O1,x,9
Cc1nn(-c2ccccc2)c(C)c1/C=N/N1CCN(Cc2ccccc2)CC1,x,1
Cc1noc(C)c1S(=O)(=O)Nc1ccc2c(c1)C(=O)N([C@H](C)CO)C[C@@H](C)[C@H](CN(C)C(=O)c1ccncc1)OCCCC[C@@H](C)O2,x,-8
C[C@@H]1CN([C@H](C)CO)S(=O)(=O)c2ccc(C3=CCCC3)cc2O[C@H]1CN(C)C(=O)c1cccnc1,x,6
COc1ccc(NC(=O)C(=O)NCc2ccccn2)cc1,-1,48
O=C(O)CCC(=O)Nc1ccc(S(=O)(=O)Nc2nccs2)cc1,-2,-5
C[C@@H]1CCCCO[C@H](CN(C)Cc2ccccc2)[C@@H](C)CN([C@@H](C)CO)C(=O)c2cc(NC(=O)CCCN(C)C)ccc2O1,x,3
CCC1=C/C(=C\N(C)c2ccccc2)C(=O)S1,x,75*
CCOC(=O)c1c(C)oc2ccc(OCC(=O)c3ccc(Cl)cc3)cc12,-4,1
CC(C)C#Cc1cnc2c(c1)C(=O)N([C@H](C)CO)C[C@H](C)[C@@H](CN(C)C(=O)Cc1ccccn1)O2,x,5
C[C@@H]1CN([C@H](C)CO)C(=O)c2cccc(NC(=O)c3ccno3)c2O[C@H]1CN(C)S(=O)(=O)c1cccs1,x,17
CC(C)NC(=O)N(C)C[C@H]1Oc2ccc(NC(=O)Nc3ccc(F)cc3)cc2CC(=O)N([C@@H](C)CO)C[C@@H]1C,-1,x
Cc1ccc(-n2c(C)nnc2SCC(=O)Nc2ccc(Br)c(C)c2)cc1C,-1,-5
C[C@H]1CN([C@@H](C)CO)C(=O)Cc2cc(NC(=O)CCN3CCOCC3)ccc2O[C@H]1CN(C)S(=O)(=O)c1cccs1,2,12
Cc1noc(C)c1NC(=O)Nc1ccc2c(c1)C(=O)N([C@@H](C)CO)C[C@@H](C)[C@@H](CN(C)S(=O)(=O)c1c(C)noc1C)O2,1,x
Cc1ccc(-c2nnc(SCC(=O)Nc3cccc([N+](=O)[O-])c3)n2-c2ccccc2)cc1Cl,-5,25
C[C@@H]1CN([C@@H](C)CO)C(=O)Cc2cc(NS(=O)(=O)c3cccs3)ccc2O[C@H]1CN(C)C(=O)Nc1ccc2c(c1)OCO2,x,13
CCn1c2ccccc2c2nnc(SCC(N)=O)nc21,6,-6
O=C(CSc1nc(N2CCCCC2)nc(N2CCCCC2)n1)Nc1ccc(Cl)cc1,0,-1
Cc1ccc(S(=O)(=O)CCN2CCC(C(F)(F)F)CC2)cc1,x,-4
COc1ccc(-c2cc(=O)c3c(O)cc(O)cc3o2)cc1O,46*,x
C[C@@H]1CN([C@@H](C)CO)C(=O)CCCn2cc(nn2)CO[C@@H]1CN(C)S(=O)(=O)c1cccs1,1,1

# High-throughput results: PubChem, Broad Institute
